# SR-BI HDL uptake – inhibitors of SR-BI mediated HDL lipid uptake, primary screen, ldlA[mSR-BI] cells, fluorescence, single point | Scavenger receptor class B member 1 (Mus musculus), Q61009 | ldlA[mSR-BI] CHO cells, DiI-HDL uptake fluorescence, 3 h | inhibition, % at 12.5 µM | 0.96% of 320,000 active;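 active = mean replicate inhibition of at least 70% and a set share of replicates each scoring 70 or more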;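 also: 0% = median of neutral control wells and 100% = median of positive control wells; values of inactives mirror those of a sister screen read the other way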
# Rtt109 Vps75 – inhibitors of C. albicans Rtt109/Vps75 HAT, primary screen, biochemical, ThioGlo CoA-SH fluorescence, plate reader | inhibition, % at 34.9 µM | AID 540336, 2011 | 0.16% of 330,000 active | purified Rtt109/Vps75, 4 h | Histone acetyltransferase RTT109 (Candida albicans (strain SC5314 / ATCC MYA-2876)), …;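 active = inhibition of at least 50% in every replicate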
# Target sequence (Q5AAJ8 whole entry, looked up): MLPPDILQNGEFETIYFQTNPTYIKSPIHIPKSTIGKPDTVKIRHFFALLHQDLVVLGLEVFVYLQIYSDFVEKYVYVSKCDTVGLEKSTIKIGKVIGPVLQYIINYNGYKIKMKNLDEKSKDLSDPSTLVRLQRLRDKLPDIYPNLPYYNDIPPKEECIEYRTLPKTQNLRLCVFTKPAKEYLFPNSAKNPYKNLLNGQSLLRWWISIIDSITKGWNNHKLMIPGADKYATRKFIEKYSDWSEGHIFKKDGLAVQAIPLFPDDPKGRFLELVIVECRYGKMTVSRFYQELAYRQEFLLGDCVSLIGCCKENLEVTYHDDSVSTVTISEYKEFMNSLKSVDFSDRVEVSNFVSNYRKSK
# cardiac RTF act – cardiac RTF calcium sensitivity activators, primary screen, biochemical, IANBD-TnC fluorescence, EC20 calcium; 0.24% of 340,000 active; IANBD-labeled TnC RTF fluorescence at EC20 calcium; 0% EC20 calcium, 100% full calcium; AID 493008, 2010; activation, % at 7.2 µM;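 active = activation above the mean over all tested compounds plus 3 SD, cut at about 30% in these data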;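 also: rise in fluorescence read as greater calcium sensitivity of cardiac thin filaments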
# dFosB act – activators of delta FosB homodimer, primary screen, biochemical, fluorescence polarization, TAMRA-CDK5 oligo, single point | activation, % at 25 µM | Protein FosB (Mus musculus), P13346 | 0.99% of 340,000 active | purified delta FosB; percent of positive-control signal above neutral wells;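 active = mean activation above about 17%, with every replicate also reaching it, limit read from the data, passing the limit was not always enough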;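 also: fluorescence polarization rise as delta FosB binds a TAMRA Cdk5 AP-1 oligo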
# Target sequence (P13346 whole entry, looked up): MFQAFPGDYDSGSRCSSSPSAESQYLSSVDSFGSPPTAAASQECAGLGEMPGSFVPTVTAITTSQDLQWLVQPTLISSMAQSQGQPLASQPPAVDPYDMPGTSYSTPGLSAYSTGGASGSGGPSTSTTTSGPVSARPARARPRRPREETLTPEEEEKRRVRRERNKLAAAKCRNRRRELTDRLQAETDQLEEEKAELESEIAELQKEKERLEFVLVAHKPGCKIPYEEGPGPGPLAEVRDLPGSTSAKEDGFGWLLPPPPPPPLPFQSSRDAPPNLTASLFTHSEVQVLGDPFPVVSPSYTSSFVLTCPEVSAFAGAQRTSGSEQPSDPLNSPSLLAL
# SR-BI uptake up – activators of SR-BI mediated DiI-HDL uptake, primary screen, ldlA[mSR-BI] CHO cells, DiI fluorescence | 3 h; 100 = double the neutral-control signal | activation, % at 12.5 µM | 0.096% of 320,000 active | AID 504775, 2011;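 active = mean replicate activation of at least 60% and every replicate at or above 60%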;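 also: 0% = median plate neutral-control signal and 100% = twice that signal; values of inactives mirror those of a sister screen read the other way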
#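 Material – SR-BI-overexpressing, LDLR-lacking CHO cells · Medium – BSA-supplemented, HEPES-buffered Ham's F12, pH 7.4 · Doses – single concentration · Times – compound with DiI-HDL co-incubation, 3 h at 37 °C · Measured by – bottom-read fluorescence, 550/595 nm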
# MITF act – activators of MITF-driven TRPM1 promoter reporter, primary screen, cell-based, SK-MEL-5, luciferase, single point. SK-MEL-5 TRPM1-promoter luciferase, 24 h; % of positive control, neutral wells = 0. 0.75% of 300,000 active. AID 588334, 2011. activation, % at 12.5 µM;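 active = mean activation of at least 80% with every replicate also reaching 80%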;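 also: 0% = neutral control wells and 100% = parthenolide positive control wells; values of inactives mirror those of a sister screen read the other way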
# CDK5 inh – inhibitors of human CDK5/p35 kinase, primary screen, biochemical, single concentration | AID 488839, 2010 | inhibition, % at 10 µM | 0.01% of 330,000 active | Recombinant CDK5/p35, ADP-Glo luminescence, 60 min;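 active = highest replicate inhibition of at least 50% and at least 75% of replicates reaching 50%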;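 also: plate controls were DMSO neutral control for no effect and GW8510 at 10 µM for full effect; many of its hits are not listed in these tables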
# HTR5A ag ctr – HTR5A agonists in luminescence cell assay, primary screen, counter-screen for OPRM1-OPRD1 heterodimer agonist project, full-deck HTS | 5-hydroxytryptamine receptor 5A (Homo sapiens), P47898 | cell-based | activation, % at 9.3 µM | 0.61% of 340,000 active; in the data active = activation mostly above about 9.5%, no sharp cut-off; inactive = mostly below about 7.6%;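 also: 0% = cells with vehicle only and 100% = reference agonist; strong numbers were not always called active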
# Target sequence (P47898 whole entry, looked up): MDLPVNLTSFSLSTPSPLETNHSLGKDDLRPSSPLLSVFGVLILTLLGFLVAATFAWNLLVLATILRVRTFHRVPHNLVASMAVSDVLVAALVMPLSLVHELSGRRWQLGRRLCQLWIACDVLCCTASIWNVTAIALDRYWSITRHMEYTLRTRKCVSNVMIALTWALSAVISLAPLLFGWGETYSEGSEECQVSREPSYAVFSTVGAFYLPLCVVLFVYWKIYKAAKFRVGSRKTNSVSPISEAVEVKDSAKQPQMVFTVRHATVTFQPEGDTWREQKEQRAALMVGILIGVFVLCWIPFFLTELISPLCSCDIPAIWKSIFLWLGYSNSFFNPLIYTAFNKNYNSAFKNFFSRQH
# PvdQ inh – P. aeruginosa PvdQ acylase inhibitors, primary screen, biochemical, fluorescence, plate reader and imaging, single point | PvdQ acylase [Pseudomonas aeruginosa LESB58] | purified PvdQ acylase | inhibition, % at 10 µM | 0.063% of 340,000 active; in the data active = inhibition above about 30%, passing the limit was not always enough;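 also: 0% = vehicle neutral wells and 100% = reference inhibitor wells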
# Wnt bcat act – Wnt/beta-catenin pathway activators, primary screen, cell-based, plate reader, single point | activation, % at 9.35 µM | Wnt/beta-catenin reporter cell assay, activator | 1.2% of 300,000 active | AID 743398, 2014; in the data active = activation above about 30%, passing the limit was not always enough;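 also: 0% = neutral control wells and 100% = positive control wells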
# The depositor's hits bear a star; x = not tested or not shown.
1	COc1cc(C(=O)Nc2ccc(C)cn2)c([N+](=O)[O-])cc1OC
2	CC1CN(C(=S)Nc2ccccc2)C(C)CN1C=O (configuration not stated)
3	COc1cccc(NC(=O)CN(C)C(=O)c2sc3cc(Cl)ccc3c2Cl)c1
4	COc1ccc(CCN2C(=O)CC(Cc3ccccc3)C2=O)cc1OC (configuration not stated)
5	NC(=O)CN1C(=O)C(O)(CC(=O)/C=C\c2ccc3c(c2)OCO3)c2ccccc21 (configuration not stated)
6	Cc1nc(C)n(CC(O)COc2ccc3ccccc3c2)n1 (configuration not stated)
7	O=C(Nc1ccc(F)cc1F)c1cccn1-c1ncc(C(F)(F)F)cc1Cl
8	CC1(C)CC(C(=O)Nc2ccccc2)C(=O)O1 (configuration not stated)
compound no.,1,2,3,4,5,6,7,8
SR-BI HDL uptake,13,-21,-30,x,-23,-1,30,-7
Rtt109 Vps75,9,-2,0,-1,4,-2,2,3
cardiac RTF act,3,-3,1,4,6,-5,-1,-6
dFosB act,-5,-1,-11,0,-8,9,1,0
SR-BI uptake up,-13,21,30,x,23,1,-30,7
MITF act,0,1,2,-2,-19,x,-12,x
CDK5 inh,0.2,-1.4,-0.4,-1.1,-0.6,0.6,-0.5,2.2
HTR5A ag ctr,-2,-4,2,2,-5,0,3,2
PvdQ inh,-1,-10,-6,-15,-7,4,-6,11
Wnt bcat act,0,-4,-1,2,0,x,-3,0

# Limited to CDK5 inh and SR-BI uptake up, for two of the compounds above:
no.	mol	CDK5 inh	SR-BI uptake up
7	O=C(Nc1ccc(F)cc1F)c1cccn1-c1ncc(C(F)(F)F)cc1Cl	-0.5	-30
8	CC1(C)CC(C(=O)Nc2ccccc2)C(=O)O1 (configuration not stated)	2.2	7

# Pulled by structure from the list above:
2	CC1CN(C(=S)Nc2ccccc2)C(C)CN1C=O (configuration not stated)
7	O=C(Nc1ccc(F)cc1F)c1cccn1-c1ncc(C(F)(F)F)cc1Cl
compound no.,2,7
SR-BI HDL uptake,-21,30
Rtt109 Vps75,-2,2
cardiac RTF act,-3,-1
dFosB act,-1,1
SR-BI uptake up,21,-30
MITF act,1,-12
CDK5 inh,-1.4,-0.5
HTR5A ag ctr,-4,3
PvdQ inh,-10,-6
Wnt bcat act,-4,-3

# Further compounds
9	CCOC(=O)C1=C(CCc2ccccc2)NC(=O)NC1c1ccc2ccccc2c1 (configuration not stated)
10	CCCOc1ccc(CSc2nc3ccccc3[nH]2)cc1
11	O=C(CSc1nnc(-c2ccco2)n1-c1ccccc1)NCC1CCCO1 (configuration not stated)
12	COc1ccc(/C=N/NC(=O)Nc2cccc3nsnc23)c(OC)c1
13	CCC(CC)C(=O)Nc1cc(C(=O)OC)cc(C(=O)OC)c1
14	COc1ccc(C(=O)NCCc2ccc(C(F)(F)F)cc2)cc1S(=O)(=O)N1CCOCC1
15	CC(C)c1ccc(S(=O)(=O)N2CCC3(CC2)OCCO3)cc1
16	Cc1nn(-c2ccccc2)c(C)c1/C=N/NC(=O)c1cc(C2CC2)[nH]n1
compound no.,9,10,11,12,13,14,15,16
SR-BI HDL uptake,57,-7,-9,-11,-4,0,-17,54
Rtt109 Vps75,-11,3,-1,-11,4,-4,-5,1
cardiac RTF act,-1,-6,2,-1,-3,-3,0,-8
dFosB act,-2,-9,-3,-2,4,-8,-2,0
SR-BI uptake up,-57,7,9,11,4,0,17,-54
MITF act,2,30,10,16,x,-6,0,-1
CDK5 inh,-0.5,-1.0,-1.1,0.2,-1.0,0.8,-1.6,0.0
HTR5A ag ctr,0,1,-1,-2,1,-1,0,0
PvdQ inh,-14,2,-7,5,-3,-1,-2,9
Wnt bcat act,-3,x,1,x,x,0,1,x

17	COc1cccc2cc(/C(=N/O)c3ccccc3)oc12
18	COCCn1c(C)cc(C(=O)CN2CCCCC2)c1C
19	CCOC(=O)c1ccc(-c2c(-c3ccccc3OC)sc3ccc(OC)cc23)cc1F
20	CC/C(=N\NC(=O)c1nnn(-c2nonc2N)c1-c1ccc2c(c1)OCO2)c1ccccc1
21	CN(C)CCCNCCCNC(=O)c1ccncc1
22	CCCn1c(C2CCCN2c2nc(-c3ccc(C)cc3)cs2)nc2ccccc21 (configuration not stated)
23	CCN1CCN(CCCNC(=O)CS(=O)(=O)Cc2nc(-c3cccc(OC)c3)oc2C)CC1
24	CC1CCCC(NC(=O)C2CCN(S(=O)(=O)c3cccc4nonc34)CC2)C1C (configuration not stated)
compound no.,17,18,19,20,21,22,23,24
SR-BI HDL uptake,1,-6,0,24,-11,43,-7,2
Rtt109 Vps75,7,3,13,3,1,-2,-4,-3
cardiac RTF act,-2,3,-4,0,3,2,3,-10
dFosB act,-21,0,5,15,0,3,-11,9
SR-BI uptake up,-1,6,-2,-24,11,-43,7,-2
MITF act,19,7,-14,-9,5,-40,-10,12
CDK5 inh,0.6,-1.2,0.3,1.7,-7.7,0.2,0.6,1.5
HTR5A ag ctr,8,7,5,-4,1,-4,-1,8
PvdQ inh,7,-2,6,-9,-16,-12,-7,-5
Wnt bcat act,-1,0,0,-1,x,-4,0,0

25	CSCCC(NS(=O)(=O)c1ccccc1F)C(=O)NCc1cccs1 (configuration not stated)
26	COc1ccc(-c2c(-c3ccc(C#N)cc3)oc(=O)c3cc(OC)c(OC)cc23)cc1
27	COc1cccc(OCc2nnc(SCC(=O)N3c4ccccc4Sc4ccc(Cl)cc43)o2)c1
28	CCOC(=O)c1cc2occc2n1CC(=O)N1CCN(C(=O)c2ccco2)CC1
29	Cc1cc(C(=O)N(Cc2nnc(-c3ccc(Cl)cc3)o2)C(C)C)c2ccccc2n1
30	Cc1ccc(C(=O)NN2C(=O)C3C4C=CC([C@@H]3C2=O)C42CC2)cc1 (some centres not stated)
31	CC(=O)Nc1ccc2c(c1)Cc1c(F)cccc1-2
32	CCOCc1cc(=O)[nH]c(SC)n1
compound no.,25,26,27,28,29,30,31,32
SR-BI HDL uptake,-5,60,61,-7,8,17,20,-21
Rtt109 Vps75,-20,-7,-9,-2,-10,-2,0,2
cardiac RTF act,4,3,-3,7,-3,-1,-6,-6
dFosB act,0,5,-12,-9,-15,3,-4,4
SR-BI uptake up,5,-60,-61,7,-8,-17,-20,21
MITF act,6,-9,3,-3,-3,-12,42,2
CDK5 inh,1.2,-0.7,0.8,2.2,-0.8,1.2,0.8,-2.1
HTR5A ag ctr,5,2,-4,-2,2,-1,0,2
PvdQ inh,-9,-19,-4,-11,4,-8,-5,-11
Wnt bcat act,0,-1,-3,-2,-2,5,27,-2

33	Cc1c(C(c2ccccc2O)c2c(C)n(C)n(-c3ccccc3)c2=O)c(=O)n(-c2ccccc2)n1C
34	CCN(CC(=O)NCc1cccs1)C(=O)COc1cccc(C(F)(F)F)c1
35	c1ccc2c(CNn3cnnc3)cccc2c1
36	COCC(=O)NCc1nc2ccccc2[nH]1
37	CCCCNC(=O)c1ccc2c(c1)N(C)C(=O)c1ccccc1S2
38	CC[C@]12c3[nH]c4ccc(Cl)cc4c3CCN1C(=O)[C@@H](CC(=O)NC(C)(C)C)C[C@@H]2C(=O)N1CCN(C(=O)c2ccco2)CC1
39	c1ccc(Oc2ccc(-c3ccnc4nc(N5CCOCC5)nn34)cc2)cc1
40	CN(C)c1cccc(NC(=O)CCc2ccccc2)c1
compound no.,33,34,35,36,37,38,39,40
SR-BI HDL uptake,-1,-21,-9,-51,-6,26,-10,66
Rtt109 Vps75,0,-5,0,-5,2,5,-8,15
cardiac RTF act,5,-3,1,5,-1,-8,2,-2
dFosB act,-9,0,-8,-1,-4,-11,-26,-1
SR-BI uptake up,1,21,9,51,6,-26,10,-66
MITF act,-2,-1,x,x,-7,-4,9,x
CDK5 inh,-2.6,1.1,-1.7,0.3,0.4,0.0,-1.5,1.9
HTR5A ag ctr,-2,0,1,-3,-3,3,2,5
PvdQ inh,-11,-6,-18,-14,-20,0,6,-3
Wnt bcat act,-1,-4,x,1,-2,-2,-1,-2

# Single values from above.
# Reading for cpd 33 under cardiac RTF act: 5
# Reading for cpd 38 under PvdQ inh: 0

# Remaining list, next part:
41	COc1cccc(NC(=O)CN(C)C(=O)c2cccc(S(=O)(=O)N3CCN(c4ccccc4)CC3)c2)c1
42	Brc1cccc2sc(N3CCCC3)nc12
43	Cc1cc(C)c(C(=O)COC(=O)c2nn(C)c(=O)c3ccccc23)cc1C
44	NC(=O)c1c(NC(=O)Cn2cc([N+](=O)[O-])cn2)sc2c1CCCC2
45	CCOC(=O)CSc1nc2cc(C)cc(C)c2cc1C#N
46	CCCCCCN1C(=O)C(O)=C(C(C)=O)C1c1ccc(Cl)cc1 (configuration not stated)
47	CCNc1ccc(C(=O)OCC(=O)N2CCCC2)cc1[N+](=O)[O-]
48	CCCCC(=O)Nc1cccc(C(=O)Nc2ccccc2C(=O)O)c1
compound no.,41,42,43,44,45,46,47,48
SR-BI HDL uptake,8,-13,44,6,28,-47,-8,-14
Rtt109 Vps75,13,-7,-5,7,-11,1,-1,5
cardiac RTF act,-6,-3,5,-1,-6,-4,3,3
dFosB act,-9,3,-13,5,-11,-10,-10,4
SR-BI uptake up,-8,13,-44,-6,-28,47,8,14
MITF act,-17,35,7,-7,43,1,2,-3
CDK5 inh,1.2,0.6,-1.1,2.3,-1.0,0.5,1.4,-8.6
HTR5A ag ctr,3,0,-7,-3,1,0,-3,1
PvdQ inh,4,4,-16,-6,2,-1,-10,1
Wnt bcat act,-2,8,-1,-1,x,3,-2,-1

49	COc1ccc(Cl)cc1N/C(N)=N/c1nc(C)cc(C)n1
50	O=C(O)C1CCCN(C(=O)c2cccc3ccccc23)C1 (configuration not stated)
51	C[C@H]1CN(CCc2ccccc2)C(=O)[C@@H]1CC(=O)NCc1ccccc1
52	Cc1ccc2c(c1)N(CC(=O)N1CCCCCC1)C(=O)CO2
53	COC(=O)c1cc(S(=O)(=O)NCC2CCN(CCc3ccc(OC)cc3)CC2)c[nH]1
compound no.,49,50,51,52,53
SR-BI HDL uptake,-17,x,-26,-16,5
Rtt109 Vps75,10,-7,-5,-11,-17
cardiac RTF act,1,-1,-9,-3,5
dFosB act,-10,-2,-8,-4,-3
SR-BI uptake up,17,x,26,16,-5
MITF act,-8,-7,30,-3,4
CDK5 inh,-2.1,-7.0,-2.1,1.9,-1.9
HTR5A ag ctr,3,3,1,0,-2
PvdQ inh,-11,-21,-7,-20,-18
Wnt bcat act,-7,-2,7,x,-1

# Ordered by value in Wnt bcat act (highest first): 4 from the list above.
entry	molecule	Wnt bcat act
19	CCOC(=O)c1ccc(-c2c(-c3ccccc3OC)sc3ccc(OC)cc23)cc1F	0
26	COc1ccc(-c2c(-c3ccc(C#N)cc3)oc(=O)c3cc(OC)c(OC)cc23)cc1	-1
7	O=C(Nc1ccc(F)cc1F)c1cccn1-c1ncc(C(F)(F)F)cc1Cl	-3
2	CC1CN(C(=S)Nc2ccccc2)C(C)CN1C=O (configuration not stated)	-4
